Screens deposited in PubChem BioAssay by Johns Hopkins Ion Channel Center.
CHT PAM: human CHT allosteric activation | CHT-expressing cells, membrane potential dye, choline EC20; stronger effect = higher value; LV-AA mutant CHT in HEK293 cells | 310,000 compounds, 0.49% hits | Q9GZV3 | B-score at 10 µM;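 active means initial fluorescence not abnormally high and integrated response B-score, plate-corrected, over 3 SD above library mean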
Target sequence (Q9GZV3 whole entry, looked up): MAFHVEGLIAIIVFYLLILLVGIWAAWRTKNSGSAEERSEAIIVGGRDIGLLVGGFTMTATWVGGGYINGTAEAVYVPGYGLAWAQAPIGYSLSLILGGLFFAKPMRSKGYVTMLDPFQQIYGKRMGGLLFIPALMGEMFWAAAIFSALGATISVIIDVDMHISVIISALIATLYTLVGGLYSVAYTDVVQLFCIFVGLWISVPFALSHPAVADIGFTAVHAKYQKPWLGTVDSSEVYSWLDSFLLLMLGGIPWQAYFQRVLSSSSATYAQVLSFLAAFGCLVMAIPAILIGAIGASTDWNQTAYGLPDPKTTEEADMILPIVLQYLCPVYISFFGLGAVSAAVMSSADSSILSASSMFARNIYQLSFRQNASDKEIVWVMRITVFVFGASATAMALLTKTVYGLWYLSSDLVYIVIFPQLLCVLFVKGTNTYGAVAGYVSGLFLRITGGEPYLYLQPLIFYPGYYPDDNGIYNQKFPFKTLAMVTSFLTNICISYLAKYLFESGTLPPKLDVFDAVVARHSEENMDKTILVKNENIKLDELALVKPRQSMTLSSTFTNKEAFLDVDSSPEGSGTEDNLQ
CHT block: human CHT choline transport inhibition | Q9GZV3 | CHT-expressing cells, membrane potential dye, choline response; stronger effect = lower value | B-score at 10 µM | 310,000 compounds, 0.86% hits;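 active means B-score over 3 SD under the library average, and starting fluorescence ratio not unusually high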;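 further: choline stimulus applied at its EC90 after an EC20 pre-addition; B-score computed on integrated fluorescence ratio after choline addition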
Active calls of the source: *.

CCOc1ccccc1NC(=O)COC(=O)c1cccc(-c2ccc(OC(C)=O)cc2)c1 was read as CHT PAM inactive and CHT block inactive.
`CCCn1c(=O)c2[nH]c(C3CCCC3)nc2n(CCC)c1=O` gave CHT PAM inactive and CHT block inactive.
`N#Cc1c(F)cccc1NCc1cccnc1` gave CHT PAM inactive and CHT block inactive.
Cc1ccc(N2C(=O)/C(=C/c3cccnc3)SC2=S)cc1 was read as CHT PAM inactive and CHT block inactive.
Cc1ccc(C(=O)Nc2ccccc2C(=O)NCc2ccccc2)cc1 was read as CHT PAM inactive and CHT block inactive.
For O=C(NNC(=S)Nc1cccc(C(F)(F)F)c1)c1ccccc1Cl the results were CHT PAM inactive and CHT block -5.8*.
For COc1ccc(C(=O)Nc2oc(-c3ccccc3)c(-c3ccccc3)c2C#N)cc1 the results were CHT PAM inactive and CHT block inactive.
For Fc1ccc(-c2nnc3n2CCCCC3)cc1 the results were CHT PAM inactive and CHT block inactive.
For Cc1ccccc1NC(=O)c1ccc(-c2ccc(Cl)cc2Cl)o1 the results were CHT PAM inactive and CHT block inactive.
COc1ccc(CNCCC(c2ccccc2)c2ccc(OC(C)C)cc2)cc1OC (centres undefined) was read as CHT PAM 7.5* and CHT block inactive.
Screening CC(C)(C)NC(=O)c1ccc2c(c1)C1C3CCC(C3)C1C(c1ccccc1)N2 (centres undefined) returned CHT PAM inactive and CHT block inactive.
For O=C(COC(=O)[C@@H]1CC(O)CN1S(=O)(=O)c1ccccc1[N+](=O)[O-])c1ccccc1 (some centres undefined) the results were CHT PAM inactive and CHT block inactive.
Screening NS(=O)(=O)c1ccc(NC(=O)c2ccc(CNS(=O)(=O)c3cc(C(F)(F)F)ccc3Cl)cc2)cc1 returned CHT PAM inactive and CHT block inactive.
CCc1nn(C(CC)C(=O)NCCCN2CC(C)CC(C)C2)c(=O)c2cc3oc(C)cc3n12 (centres undefined) was read as CHT PAM inactive and CHT block inactive.
N#C/C(=C\c1coc2ccc(O)cc2c1=O)C(=O)Nc1nc2ccccc2s1 was read as CHT PAM inactive and CHT block inactive.
For CCCCCCCCCCCCN1[C@@H](CC(=O)OC)c2cc(F)cc(F)c2S1(=O)=O the results were CHT PAM inactive and CHT block inactive.
For CCCCCn1c(=O)[nH]c2cc(C(=O)NC3CCN(Cc4ccccc4)CC3)ccc2c1=O the results were CHT PAM inactive and CHT block inactive.
COc1ccc2ccccc2c1-c1sc(Nc2ccccc2)n[n+]1-c1ccc(F)cc1 was read as CHT PAM inactive and CHT block inactive.
For O=C(O)c1ccccc1C(=O)NCC(O)c1ccccc1 (centres undefined) the results were CHT PAM inactive and CHT block inactive.
For CC(=O)Nc1cccc(NC(=O)C2C3C=CC(C3)C2C(=O)O)c1 (centres undefined) the results were CHT PAM inactive and CHT block inactive.
CCOc1ccc(-c2noc(CCCC(=O)NC3CCCCC3)n2)cc1OC was read as CHT PAM inactive and CHT block inactive.
`O=S1(=O)CCN(Cc2ccc(Cl)c(C(F)(F)F)c2)CC1` gave CHT PAM inactive and CHT block inactive.
COc1ccc(N(CC(=O)NCc2ccco2)C(=O)CCC(=O)Nc2nccs2)cc1 was read as CHT PAM inactive and CHT block inactive.
CCC1SC2=NC(C)=C(C(=O)OC)C(c3ccc(C(=O)OC)cc3)N2C1=O (centres undefined) was read as CHT PAM inactive and CHT block inactive.
C=CCNC(=O)COc1ccc(N(C)S(=O)(=O)c2ccc(NC(C)=O)cc2)cc1 was read as CHT PAM inactive and CHT block inactive.
CC(OC(=O)Nc1cccc(Cl)c1)C(=O)O (centres undefined) was read as CHT PAM inactive and CHT block inactive.
Screening CCN(Cc1cnn(C)c1)C(=O)c1ccc(OC2CCN(S(=O)(=O)N(C)C)CC2)cc1 returned CHT PAM inactive and CHT block inactive.
COc1ccc(S(=O)(=O)N2CCOCC2)cc1NC(=O)CSc1n[nH]c(=O)n1C1CC1 was read as CHT PAM inactive and CHT block inactive.
Screening Clc1ccc(OCc2cc(-c3ccccc3)no2)cc1Cl returned CHT PAM inactive and CHT block inactive.
CC(C)CCn1nc(C(=O)Nc2nc3c(s2)CCCC3)c2ccccc2c1=O was read as CHT PAM inactive and CHT block inactive.
`COc1ccc(CNC(=O)Cn2c(=O)oc3cc(S(=O)(=O)N4CCCC4)ccc32)cc1` gave CHT PAM inactive and CHT block inactive.
For COCC1CCCN(C(=O)c2cc(COc3ccc4ncccc4c3)on2)C1 (centres undefined) the results were CHT PAM inactive and CHT block inactive.
For NNc1ncnc2scc(-c3ccc(Cl)cc3)c12 the results were CHT PAM inactive and CHT block inactive.
Screening CC(C)(O)C#Cc1ccc(CN2CCN(C3CCCCC3)C(CCO)C2)s1 (centres undefined) returned CHT PAM inactive and CHT block inactive.
Screening O=c1cc(CN2CCN(Cc3ccccc3)CC2)c2ccc(O)cc2o1 returned CHT PAM inactive and CHT block inactive.
For COc1ccc(NC(=O)Nc2ccon2)cc1OC the results were CHT PAM inactive and CHT block inactive.

Taken from the entries so far, 2 compounds:
For NNc1ncnc2scc(-c3ccc(Cl)cc3)c12 the results were CHT PAM inactive and CHT block inactive.
Screening CC(C)(O)C#Cc1ccc(CN2CCN(C3CCCCC3)C(CCO)C2)s1 (centres undefined) returned CHT PAM inactive and CHT block inactive.

Some of these compounds in order of molecular weight, lowest first.
For NNc1ncnc2scc(-c3ccc(Cl)cc3)c12 the results were CHT PAM inactive and CHT block inactive.
Screening Clc1ccc(OCc2cc(-c3ccccc3)no2)cc1Cl returned CHT PAM inactive and CHT block inactive.
For COCC1CCCN(C(=O)c2cc(COc3ccc4ncccc4c3)on2)C1 (centres undefined) the results were CHT PAM inactive and CHT block inactive.
C=CCNC(=O)COc1ccc(N(C)S(=O)(=O)c2ccc(NC(C)=O)cc2)cc1 was read as CHT PAM inactive and CHT block inactive.
`COc1ccc(CNC(=O)Cn2c(=O)oc3cc(S(=O)(=O)N4CCCC4)ccc32)cc1` gave CHT PAM inactive and CHT block inactive.

The list continues:
O=C(CC1C(=O)N(c2ccccc2)C(=S)N1c1ccccc1)c1ccc(Br)cc1 (centres undefined) was read as CHT PAM inactive and CHT block inactive.
Screening CCSc1nnc(NC(=O)c2ccccc2C)s1 returned CHT PAM inactive and CHT block inactive.
Screening NS(=O)(=O)OCC1CCCCC1 returned CHT PAM inactive and CHT block inactive.
For CC1CCCC(C)N1/N=C/c1ccc([N+](=O)[O-])cc1 (centres undefined) the results were CHT PAM inactive and CHT block inactive.
`COC(=O)C1=C(CS(=O)(=O)c2ccc(OC)cc2)NC(=O)NC1c1ccccc1` (centres undefined) gave CHT PAM inactive and CHT block inactive.
Screening COc1ccc(CCNC(=O)Cn2c(=O)n(-c3ccc(C)c(F)c3)c(=O)c3sccc32)cc1OC returned CHT PAM inactive and CHT block inactive.
COC(=O)c1ccc(CN2CCCC(C(=O)c3cc(F)ccc3OC)C2)cc1 (centres undefined) was read as CHT PAM inactive and CHT block inactive.
COc1cc(NC(=S)N2CCN(C(c3ccccc3)c3ccccc3)CC2)cc(OC)c1 was read as CHT PAM inactive and CHT block inactive.
`Cc1nc(/N=C(\N)NC(=O)c2ccccc2)nc2ccccc12` gave CHT PAM inactive and CHT block inactive.
Cc1ccc(C)c(S(=O)(=O)N2CCN(C(=O)CCC(=O)c3cc(C)sc3C)CC2)c1 was read as CHT PAM inactive and CHT block inactive.
For Cc1ccc(CCNC(=O)C2CCCN(S(=O)(=O)c3cccc4nsnc34)C2)cc1 (centres undefined) the results were CHT PAM inactive and CHT block inactive.
Screening Cc1ccc(/C=N/NC(=O)CSc2nc3ccccc3n2Cc2ccccc2)o1 returned CHT PAM inactive and CHT block inactive.
`COc1ccc(C(=O)C(CN2CCCC2)c2ccccc2)cc1` (centres undefined) gave CHT PAM inactive and CHT block inactive.
COC(=O)C(C)NC(=O)C1CCCN1C(=O)CNC(=O)OCc1ccccc1 (centres undefined) was read as CHT PAM inactive and CHT block inactive.
For CC(/C=N/NC(=O)CSc1ccccn1)=C\c1ccc(C(C)C)cc1 the results were CHT PAM inactive and CHT block inactive.
`CCC(=O)N(Cc1cc(=O)[nH]c2ccccc12)C1CCCCC1` gave CHT PAM inactive and CHT block inactive.
Cc1nc2sc(C)c(C)c2c(=O)[nH]1 was read as CHT PAM inactive and CHT block inactive.
For CCCCOc1ccc2c(c1)C(=O)c1cc(O)ccc1-2 the results were CHT PAM inactive and CHT block inactive.
CC1(C)OC(=O)C(=NNc2ccc(Br)cc2)C(=O)O1 was read as CHT PAM inactive and CHT block inactive.
For COC(=O)c1ccc(C(=O)OC)c(NC(=O)CN(c2ccccc2)S(=O)(=O)N(C)C)c1 the results were CHT PAM inactive and CHT block inactive.
For Cc1c(NC(=O)COC(=O)c2ccc[nH]c2=O)c(=O)n(-c2ccccc2)n1C the results were CHT PAM inactive and CHT block inactive.
Screening CC1(C)CC(=O)C(N=Nc2cccnc2)=C(O)C1 returned CHT PAM inactive and CHT block inactive.
COc1ccc(OC)c(NC(=S)N(CCc2c(C)[nH]c3ccccc23)Cc2cccs2)c1 was read as CHT PAM inactive and CHT block inactive.
O=C(NCc1ccoc1)c1ccc(NC(=O)c2ccccc2Cl)cc1 was read as CHT PAM inactive and CHT block inactive.
`CNC(=O)c1cc(S(=O)(=O)NCc2ccncc2)ccc1OC` gave CHT PAM inactive and CHT block inactive.
`COc1ccccc1CCNCc1ccc(OC)c(OCc2ccccc2)c1` gave CHT PAM inactive and CHT block inactive.
`CC(=O)c1c[nH]c2ccc(C)cc2c1=O` gave CHT PAM inactive and CHT block inactive.
Screening CCCn1c(=O)c2ccccc2n2c(SCCOc3ccc(OC)cc3)nnc12 returned CHT PAM inactive and CHT block inactive.
`COc1ccc(OCCn2ccnc2)cc1` gave CHT PAM inactive and CHT block inactive.
Screening COc1cc(/C=C2/C(=O)N(c3cccc(Br)c3)N=C2C)cc(OC)c1O returned CHT PAM inactive and CHT block -5.2*.
`O=C(CN(C(=O)CCC(=O)Nc1ccccn1)c1ccccc1F)NCc1ccc2c(c1)OCO2` gave CHT PAM inactive and CHT block inactive.
Screening O=C1NC(=O)[C@@H]2C3c4ccccc4C=CN3[C@H](C(=O)c3cccs3)[C@H]12 (some centres undefined) returned CHT PAM inactive and CHT block inactive.
For O=C(/C=C/c1ccccc1)NCCOc1ccccc1 the results were CHT PAM inactive and CHT block inactive.
For CC1CCCN(c2ccc(C(=O)NCCc3ccccc3)cn2)C1 (centres undefined) the results were CHT PAM inactive and CHT block inactive.
Screening CCN1C(=O)C(CC(=O)Nc2ccc(C)cc2C)Nc2cc(S(=O)(=O)N(C)C)ccc21 (centres undefined) returned CHT PAM inactive and CHT block inactive.
Cn1c(=O)[nH]c2c(nc(-c3ccc(Cl)cc3)n2C)c1=O was read as CHT PAM inactive and CHT block inactive.

Reprinted from the part before: 5 compounds, then new ones.
Screening O=C1NC(=O)[C@@H]2C3c4ccccc4C=CN3[C@H](C(=O)c3cccs3)[C@H]12 (some centres undefined) returned CHT PAM inactive and CHT block inactive.
For O=C(/C=C/c1ccccc1)NCCOc1ccccc1 the results were CHT PAM inactive and CHT block inactive.
For CC1CCCN(c2ccc(C(=O)NCCc3ccccc3)cn2)C1 (centres undefined) the results were CHT PAM inactive and CHT block inactive.
Screening CCN1C(=O)C(CC(=O)Nc2ccc(C)cc2C)Nc2cc(S(=O)(=O)N(C)C)ccc21 (centres undefined) returned CHT PAM inactive and CHT block inactive.
Cn1c(=O)[nH]c2c(nc(-c3ccc(Cl)cc3)n2C)c1=O was read as CHT PAM inactive and CHT block inactive.
Screening N#C/C(=C(/O)C(Cl)c1ccccc1)c1nc2ccccc2s1 (centres undefined) returned CHT PAM inactive and CHT block inactive.
COC(=O)c1ccc(N2C(=O)CC(N3CCN(C(=O)c4ccco4)CC3)C2=O)cc1 (centres undefined) was read as CHT PAM inactive and CHT block inactive.
`O=C(OCC(=O)N1CCOCC1)c1ccc(N2CCOCC2)c([N+](=O)[O-])c1` gave CHT PAM inactive and CHT block inactive.
`CCOC(=O)c1[nH]c2ccc(OC)cc2c1NS(=O)(=O)c1ccc(Cl)s1` gave CHT PAM inactive and CHT block inactive.
Screening Cc1ccc(S(=O)(=O)N(C)C)cc1NC(=O)COC(=O)Cc1ccc(Br)cc1 returned CHT PAM inactive and CHT block inactive.
For COC(=O)C1C(O)=C(C=Nc2ccc(N)cc2)C(=O)CC1(C)C (centres undefined) the results were CHT PAM inactive and CHT block inactive.
Screening O=C(Nc1ccc2snnc2c1)Nc1cccc2ccccc12 returned CHT PAM inactive and CHT block inactive.
`O=C(/C=C/c1c(F)cccc1Cl)NCc1ccc2c(c1)OCO2` gave CHT PAM inactive and CHT block inactive.
`CC(C)(C)n1nnnc1C(c1cccs1)N(Cc1cccnc1)CC1CCCO1` (centres undefined) gave CHT PAM inactive and CHT block inactive.
Screening CN1CCN(c2cc(-c3ccccc3)nc3cc(-c4ccc(F)cc4)nn23)CC1 returned CHT PAM inactive and CHT block inactive.
Screening COC(=O)Cn1c(=NC(=O)CCS(=O)(=O)c2ccccc2)sc2c(OC)ccc(OC)c21 returned CHT PAM inactive and CHT block inactive.
For CC(NC(=O)COC(=O)CSc1ccc(F)cc1)c1ccc(F)cc1 (centres undefined) the results were CHT PAM inactive and CHT block inactive.
`CC1CCCC/C1=N\NS(=O)(=O)c1ccc(Br)cc1` (centres undefined) gave CHT PAM inactive and CHT block inactive.
`S=c1[nH]nc(Cc2noc3ccccc23)n1-c1ccc(Cl)cc1` gave CHT PAM inactive and CHT block inactive.
For COc1cc([N+](=O)[O-])ccc1NC(=O)CSc1n[nH]c(C(C)C)n1 the results were CHT PAM inactive and CHT block inactive.
For CS(=O)Cc1cc(Sc2ccccc2)nc(-c2cccnc2)n1 (centres undefined) the results were CHT PAM inactive and CHT block inactive.
Cc1ccc(NC(=O)CN2CCN(CCN=CC3=C(O)CC(c4ccc(C)cc4)CC3=O)CC2)cc1 (centres undefined) was read as CHT PAM inactive and CHT block inactive.
`COCCCn1nnnc1SCC(=O)Nc1nc2ccccc2s1` gave CHT PAM inactive and CHT block inactive.
Screening CN(C)C(=O)CSc1nnc(-c2cc(-c3cccs3)nc3ccccc23)o1 returned CHT PAM inactive and CHT block inactive.
`CN(C)C(=O)N1CCC(C(=O)NC2CCCCCCC2)CC1` gave CHT PAM inactive and CHT block inactive.
